PAX8 reporter = inhibitors of PAX8-driven TPO luciferase reporter, primary screen, RMG-I cells, single concentration. SteadyGlo, 24 h. inhibition, % at 12.6 µM. 360,000 tested, 1.2% active;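 active means mean replicate inhibition at least 60% with every replicate also reaching 60%; inconclusive means only one of the two criteria is met; inactive means mean below 60% and not all replicates reaching 60%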;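 further: luciferase light reporting Pax8 driven TPO promoter activity; plate controls were median of neutral control wells for no effect and mitoxantrone controls for full effect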
FN deposit inh = inhibitors of fibronectin matrix deposition, primary screen, AH1F cells, Alexa488-fibronectin fluorescence, plate reader; inhibition, % at 12.6 µM; AID 743247, 2014; AH1F fibroblasts, overnight; 350,000 tested, 0.086% active;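 active means mean inhibition across replicates of 30% or more, regardless of how many single replicates reach that level; inconclusive means mean under 30% yet at least half of replicates reach 30%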;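 further: positive control wells lacked labelled fibronectin entirely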
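Assay system: AH1F fibroblasts assembling fluorescent fibronectin matrix; Amount: 10000 AH1F cells per well; Buffer or medium: DMEM, 2% serum; Probe or stimulus: Alexa488-fibronectin, 24 nM final in well; Doses: single compound dose, delivered by pin transfer; Incubation: 1 h adhesion, overnight exposure; Measured by: fluorescence 485/525 nm; Read-out: fibronectin deposition inhibition.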
CFTR F508del cor = F508del CFTR correction, initial screen, CFBE line, single point. CFBE cells, YFP halide quenching; stimulated with forskolin plus potentiator P3; % fluorescence drop versus neutral controls. activity (quench increase), % at 7.58 µM. 350,000 tested, 0.36% active;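 active means mean added fluorescence quench of at least 8% versus neutral control, with both replicates also reaching 8%; inconclusive means only one of the mean or replicate conditions met; inactive means mean below 8% and not both replicates reaching 8%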;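 further: cells transiently co-express mutant CFTR-F508del with the halide-sensitive YFP; corrector assay measuring rescue of mutant channel to the surface after 24 h compound exposure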
miR122 inh = miR-122 Renilla sensor signal increase in Huh7, primary screen, miR-122 inhibitor project, cell-based, single point, plate reader; Huh7 miR-122 Renilla luciferase sensor, 48 h; neutral wells = 0, positive control = 100; activation (reporter increase), % at 12.5 µM; 340,000 tested, 0.3% active; AID 602342, 2012;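 active means mean replicate activation score at least 90 and every replicate individually at or above 90; inconclusive means only one of the two criteria met; inactive means neither criterion met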;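 further: higher luciferase means less miR-122 activity so hits act as miR-122 inhibitors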
INS-1E GSIS act = GLuc luminescence reporter in INS-1E cells, primary screen for activators of glucose-dependent secretion of insulin; INS-1E GLuc reporter insulin secretion, 2-3 h; activation, % at 16.6 µM; 370,000 tested, 0.61% active; AID 743287, 2014;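 active means lowest replicate activation of at least 40%, so every replicate reaches that level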;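 further: 0% = median of neutral control wells and 100% = median of IBMX positive control wells; some compounds called inactive have numbers as strong as hits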
EWS-Fli block = EWS/Fli-driven NR0B1 reporter inhibitors, primary screen, A673 cells, NR0B1 luciferase, luminescence, MLPCN library; viability-normalised; inhibition, % at 12.6 µM; 350,000 tested, 0.67% active; AID 651661, 2012;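 active means mean inhibition of at least 50% after viability correction, with every replicate also passing that limit; inconclusive means mean reaches 50% but only one of two replicates passes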;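 further: firefly luciferase signal divided by Alamar Blue viability fluorescence both relative to DMSO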
DENV2 CPE = inhibitors of DENV2 cytopathic effect, primary screen, cell-based, plate reader, single concentration; 350,000 tested, 1.7% active; DENV2-infected cells, cytopathic effect rescue; CPE inhibition, % at 9.99 µM; in the data active means CPE inhibition above about 20%, passing the limit was not always enough; inconclusive means no clear call, values can overlap the other calls; tested in BHK-21 cells;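 further: 0% = median of neutral control wells and 100% = median of positive control wells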
The depositor's hits bear a star; ? = inconclusive; · = no result given; [ ] = dose if it differs, or a comment.

SMILES | PAX8 reporter | FN deposit inh | CFTR F508del cor | miR122 inh | INS-1E GSIS act | EWS-Fli block | DENV2 CPE
CC(NC(=O)CN(c1ccc(F)cc1)S(C)(=O)=O)c1ccccc1 (centres undefined) | 16 | -3 | -0.7 | -4 | 2 | 0 | 13
Cc1ccc(S(=O)(=O)NC(=O)c2ccc(Br)o2)c(C)c1 | -1 | -2 | 3.4 | 8 | 25 | -1 | -2
C=CC[C@H]1CC(Cc2ccccc2)=C[C@H](CC=C)N1 | 20 | 5 | · | 7 | 0 | 3 | 1
COC(=O)[C@@H]1[C@@H](CO)[C@@H]2Cn3c(ccc(C4=CCCC4)c3=O)[C@@H]2N1C(=O)C1CCC1 | · | · | -1.0 | 2[16.7 µM] | 5 | 0 | -7
COc1ccc(OC)c(CCNC(=O)c2sc3nc4n(c(=O)c3c2C)CCC4)c1 | 3 | -8 | -3.3 | -1 | -13 | -23 | 17
C[C@H]1CN([C@@H](C)CO)C(=O)c2cc(C3=CCCC3)cnc2O[C@@H]1CN(C)S(=O)(=O)c1cn(C)cn1 | 4 | 8 | -1.6 | -3[16.7 µM] | 8 | -18 | -1
CCCc1cc(=O)n2[nH]c(C)c(-c3ccc(OC)cc3)c2n1 | 12 | -6 | 3.9 | -3 | -3 | 6 | 5
[O-]/[N+](=C/c1ccc(F)cc1)c1ccccc1 | -20 | -2 | · | 2 | -1 | · | ·
CC(C)NC(=O)c1cc(-c2ccc(F)cc2OC(C)C)n[nH]1 | -16 | 5 | 0.4 | -5 | 8 | -4 | -8
O=C(NCc1cccnc1)c1cccc(NS(=O)(=O)c2ccc(Br)cc2)c1 | 20 | 13 | 3.8 | -8 | -32 | 58* | 12
C[C@@H]1CCCCO[C@@H](CN(C)C(=O)Nc2ccc(F)cc2)[C@@H](C)CN([C@H](C)CO)C(=O)c2cc(NC(=O)c3ccccc3)ccc2O1 | -3 | · | 0.6 | 9[16.7 µM] | -4 | 3 | -6
CCNC(=O)[C@H]1[C@H](CO)[C@H]2Cn3c(ccc(-c4cccc(F)c4)c3=O)[C@@H]1N2C(=O)c1ccccn1 | · | · | -0.3 | 1[16.7 µM] | -2 | -4 | 5
C[C@H](CO)N1C[C@H](C)[C@@H](CN(C)S(=O)(=O)c2cccs2)OCCCC[C@H](C)Oc2ccc(NC(=O)c3ccccc3)cc2C1=O | 1 | · | -0.5 | 0[16.7 µM] | 2 | 21 | 17
N=c1sc2ccccc2n1-c1ccccc1 | · | · | -1.2 | 5 | · | 5 | 8
CC(=O)Nc1ccccc1C(=O)C(=O)Nc1cccc(C(=O)NCc2ccccc2)c1 | 7 | -6 | · | 8 | -8 | -35 | 4
CCOC(=O)C1(C)CCCN1C(=O)c1c(F)cccc1F (centres undefined) | -21 | -3 | -8.8 | -2 | -3 | -9 | 1
CCOc1ccccc1-c1nc(CN2CCN(C(=O)c3ccco3)CC2)c(C)o1 | 12 | 2 | -0.6 | 2 | -9 | 7 | 12
CCCCc1nnc(NC(=O)C2CC(=O)N(c3ccc4c(c3)OCCO4)C2)s1 (centres undefined) | 3 | 4 | -1.5 | · | 26 | 4 | 1
CNC[C@H]1Oc2cc(-c3cncnc3)ccc2S(=O)(=O)N([C@H](C)CO)C[C@@H]1C | · | -6 | -1.0 | 1[16.7 µM] | 4 | 11 | -3
CN(C(=O)CN1C(=O)S/C(=C\c2ccccc2)C1=O)C1CCS(=O)(=O)C1 (centres undefined) | -6 | 2 | -0.6 | -1 | 1 | 3 | -3
COc1cnc(-c2ccccn2)nc1Oc1cccc(C(F)(F)F)c1 | -28 | 17 | -1.1 | · | -14 | 19 | -9
O=C(CN(C(=O)c1csnn1)c1ccc(Br)cc1)NC1CCCCC1 | 10 | 5 | 1.7 | · | 2 | -4 | 4
CCCCNC(=O)CN1C(=O)NC(Cc2ccccc2)(Cc2ccccc2)C1=O | -1 | -11 | 1.7 | 1 | -7 | 6 | -2
COc1ccc(NC(=O)c2ccc(=O)[nH]c2)cc1S(=O)(=O)N1CCOCC1 | -7 | 7 | 2.3 | 2 | 7 | 1 | -5
O=C(c1ccc(Cl)cc1Cl)N1CCSCC1 | 13 | 4 | -1.3 | -2 | · | 8 | -4
CC1C(c2ccccc2)OCCN1C=NC#N (centres undefined) | 5 | 13 | -2.0 | -8 | 15 | -1 | ?
COC(=O)c1c([N+](=O)[O-])c(OC)c(OC)c(OC)c1[N+](=O)[O-] | -18 | 10 | -2.7 | -8 | -1 | 10 | -1
CC1(C)CC(=O)C2=C(C1)NC1=C(C(=O)c3ccccc31)C2c1cccnc1 (centres undefined) | 3 | 2 | 1.4 | · | 34 | 8 | ·
CC(=O)c1sc(NC(=O)CN2C(=O)C3CC=CCC3C2=O)nc1-c1ccccc1 (centres undefined) | 4 | 3 | 0.7 | 3 | -4 | 2 | 0
O=C(CCN1C(=O)C2CCCCC2C1=O)Nc1nc(-c2ccccc2)cs1 (centres undefined) | -7 | -3 | 1.0 | · | 3 | -93 | 2
CCNC(=O)C(=O)NCc1ccncc1 | 13 | -15 | 0.2 | 1 | 4 | 12 | 9
CCOC(=O)Cc1csc(NC(=O)C(C)(C)CC)n1 | · | 7 | · | -2 | 13 | · | ·
CNC(=O)C[C@H]1CC[C@@H]2[C@@H](COc3ccc(NC(=O)Nc4cccc(Cl)c4)cc3C(=O)N2C)O1 | -31 | 1 | -0.5 | 1[16.7 µM] | -18 | -11 | -1
O=C(C[C@H]1CC[C@@H](NC(=O)CN2CCOCC2)[C@H](CO)O1)NC1CCC1 | -9 | 1 | 3.9 | · | 6 | 2 | -7
COc1ccc(N2CCN(C(=O)Cn3c(=O)[nH]c4ccsc4c3=O)CC2)cc1 | -1 | -13 | · | 0 | · | · | ·
C[C@@H]1CN([C@@H](C)CO)C(=O)c2cc(C#Cc3cccnc3)cnc2O[C@H]1CN(C)S(C)(=O)=O | · | · | 1.4 | 4[16.7 µM] | 7 | -4 | ?
C[C@H](CO)N1C[C@H](C)[C@@H](CN(C)S(=O)(=O)c2cn(C)cn2)Oc2ccc(NS(=O)(=O)c3cn(C)cn3)cc2CC1=O | -1 | · | 1.4 | -1[16.7 µM] | 2 | -18 | -9
CCc1nn(C)c2c(=O)c(=O)c2n(C)[nH]1 | -17 | 10 | -0.4 | -3 | 15 | 2 | -5
COCC(=O)N1CC2(CN(Cc3ccc(Cl)cc3)C2)c2c([nH]c3cc(OC)ccc23)[C@@H]1CO | 3 | -11 | 0.7 | · | 15 | -5 | -6
CCn1cc(C(=O)N[C@@H](CCSC)C(=O)NCCO)c(=O)c2cc3c(cc21)OCO3 | 7 | -1 | 1.2 | 0 | 7 | -4 | -3
Cc1csc(=O)n1CC(=O)OCc1cccc2ccccc12 | -77 | -1 | · | 9 | · | · | ·
O=C(NCCO)c1c(-c2ccc3c(c2)OCO3)noc1-c1ccsc1 | -2 | -1 | -3.2 | 5 | 4 | -12 | -8
Cc1cccc(C2=CC(=O)CC(C)(C)C2=O)c1 | -16 | 13 | 3.2 | · | 29 | 1 | -1
CCN(CC)S(=O)(=O)c1ccc(NC(=O)COC(=O)CCc2cc(OC)c(OC)c(OC)c2)cc1 | 9 | 5 | · | · | -7 | · | ·
Cc1ccc(S(=O)(=O)NC(N)=NCCc2ccccc2)cc1C | -15 | -2 | · | · | 2 | 1 | -7
COc1ccc2c(c1)C(C)(Cc1ccc(C(=O)c3ccccc3)cc1)C(=O)N2 (centres undefined) | 17 | 5 | -3.3 | -8 | -1 | -9 | -9
Cc1ccc(NC(=O)CSc2nnc(-c3ccccn3)n2C)cc1 | 15 | -6 | · | -5 | · | · | ·
COc1ccc(CNS(=O)(=O)NCc2ccc(OC)c(OC)c2)cc1OC | 15 | · | -0.4 | · | 6 | 5 | -3
O=C(C[C@@H]1CC[C@@H](NS(=O)(=O)c2ccc(F)cc2)[C@H](CO)O1)NC1CCCCC1 | 2 | -5 | 1.6 | · | -8 | 1 | -5
c1ccc(COc2cccc(-c3cc4nc(NCCOc5ccccc5)ccn4n3)c2)cc1 | 15 | -1 | -0.3 | · | · | 6 | ?
COc1ccc(-n2c(COc3cccc(C)c3)n[nH]c2=S)cc1 | -19 | -4 | 1.3 | 7 | -2 | -3 | 6
Cc1ccc(S(=O)(=O)NC(=O)Nc2cc(C)on2)cc1 | -18 | -2 | 3.2 | 3 | -1 | 6 | 0
CN(C)c1ccc(C(=O)OCC(=O)Nc2ccc(N3CCOCC3)cc2)cc1 | -1 | -7 | -1.1 | -3 | 9 | 4 | ·
CCOc1ccccc1OCCCC(=O)OCC(=O)Nc1cccc(Cl)c1 | -10 | -8 | · | -5 | 5 | · | ·
COc1cc(OC)c2c(-c3ccccc3)cc(=O)oc2c1C(CCN1CCOCC1)c1ccc2c(c1)OCO2 (centres undefined) | 25 | 5 | -0.1 | · | -6 | 1 | 2
CC(C)(C)c1cc(CSC(=S)NC2CCS(=O)(=O)C2)c(Br)c(C(C)(C)C)c1 (centres undefined) | 6 | · | -0.4 | 1 | -2 | 14 | -9
O=C(NOC(=O)c1c(F)cccc1Cl)c1ccc(Cl)c(Cl)c1 | -11 | · | -0.4 | 8 | -59 | -7 | 2
C=CCN=C1NC(c2ccc(C(F)(F)F)cc2)C(C(=O)OC)=C(C)N1Cc1ccccc1C(F)(F)F (centres undefined) | 20 | 0 | 1.3 | · | -26 | 12 | -2
Cc1cc(C)cc(N(CC(=O)Nc2ccc(Br)cc2)S(=O)(=O)c2c(C)[nH]c(=O)[nH]c2=O)c1 | -1 | 6 | -0.6 | 0 | -9 | · | -2
C=CCCC(=O)Nc1nc(C)c(-c2csc(Nc3cc(Cl)ccc3OC)n2)s1 | 24 | -18 | 2.8 | -3 | 8 | 12 | -1

Arranged by number of heavy atoms (largest number first): four of the compounds above.
SMILES | PAX8 reporter | FN deposit inh | CFTR F508del cor | miR122 inh | INS-1E GSIS act | EWS-Fli block | DENV2 CPE
COc1ccc2c(c1)C(C)(Cc1ccc(C(=O)c3ccccc3)cc1)C(=O)N2 (centres undefined) | 17 | 5 | -3.3 | -8 | -1 | -9 | -9
C=CC[C@H]1CC(Cc2ccccc2)=C[C@H](CC=C)N1 | 20 | 5 | · | 7 | 0 | 3 | 1
O=C(c1ccc(Cl)cc1Cl)N1CCSCC1 | 13 | 4 | -1.3 | -2 | · | 8 | -4
CCNC(=O)C(=O)NCc1ccncc1 | 13 | -15 | 0.2 | 1 | 4 | 12 | 9

The list goes on.
SMILES | PAX8 reporter | FN deposit inh | CFTR F508del cor | miR122 inh | INS-1E GSIS act | EWS-Fli block | DENV2 CPE
CC1CCc2nc(NC(=O)Nc3ccc4c(c3)OCO4)sc2C1 (centres undefined) | 37 | 6 | -2.3 | · | · | -118 | ·
COc1ccccc1CN1CC(C(=O)NCCCc2ccc(F)cc2)CCC1=O (centres undefined) | 6 | 3 | 3.8 | 5 | 10 | 2 | 12
Cn1c(=O)oc2cc(S(=O)(=O)NCCN3CCN(c4ccccc4)CC3)ccc21 | 3 | · | -1.3 | · | · | 6 | -4
CCOC(=O)C1(Cc2ccccc2C)CCCN(C(=O)c2ccc(COC)o2)C1 (centres undefined) | -156 | · | -0.5 | 6 | -21 | -71 | 4
CC(C)CC#Cc1ccc2c(c1)O[C@@H](CN(C)Cc1cccc(F)c1)[C@@H](C)CN([C@H](C)CO)S2(=O)=O | · | -8 | -1.5 | 0[16.7 µM] | -2 | 29 | 11

Source: PubChem (Broad Institute)
